Screening results deposited in PubChem BioAssay by National Center for Advancing Translational Sciences (NCATS).
TDP1 cell CPT – qHTS for Inhibitors of human tyrosyl-DNA phosphodiesterase 1 (TDP1): qHTS in cells in presence of CPT; chicken DT40 Tdp1-/-;hTDP1 cells + 20 nM CPT, ATP luminescence, 48 h; Potency, µM (top dose mostly 46.2 µM), for inactives: at the highest dose activity change, negative = growth inhibition, usual class: inhibitors; 420,000 tested, 12% active; AID 686979, 2013; further: nearly all actives have a fitted effect of over 55% in size
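Cell growth measured by CellTiter-Glo luminescence after a minimum 48 h, 37 C compound exposure with 20 nM CPT in Tdp1-knockout DT40 cells stably expressing hTDP1, seeded 400/well; qHTS titration format.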
DT40 TDP1 no CPT – qHTS for Inhibitors of human tyrosyl-DNA phosphodiesterase 1 (TDP1): qHTS in cells in absence of CPT; 420,000 tested, 15% active; AID 686978, 2013; Potency, µM (series often up to 46.2 µM), inactives show top-dose activity change, negative = growth inhibition, most hits filed as inhibitors; DT40 Tdp1-/- hTDP1 cells, no CPT, ATP luminescence, 48 h; further: nearly all actives have a fitted effect of over 55% in size
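Compound effects on proliferation are scored in DT40 Tdp1-/-;hTDP1 cells in the absence of CPT. ATP levels (CellTiter-Glo luminescence) are recorded after a ≥48 hr, 37 °C incubation.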
TDP1 block – qHTS Assay for Inhibitors of Tyrosyl-DNA Phosphodiesterase (TDP1); 350,000 tested, 0.28% active; recombinant TDP1, AlphaScreen DNA substrate cleavage; Potency, µM (series often up to 130 µM), inactives show at the top dose activity change, negative = inhibition, actives largely listed as inhibitors; Tyrosyl-DNA phosphodiesterase 1 (Homo sapiens), Q9NUW8; further: nearly all actives have a fitted effect of over 40% in size
Target sequence (Q9NUW8 whole entry, looked up): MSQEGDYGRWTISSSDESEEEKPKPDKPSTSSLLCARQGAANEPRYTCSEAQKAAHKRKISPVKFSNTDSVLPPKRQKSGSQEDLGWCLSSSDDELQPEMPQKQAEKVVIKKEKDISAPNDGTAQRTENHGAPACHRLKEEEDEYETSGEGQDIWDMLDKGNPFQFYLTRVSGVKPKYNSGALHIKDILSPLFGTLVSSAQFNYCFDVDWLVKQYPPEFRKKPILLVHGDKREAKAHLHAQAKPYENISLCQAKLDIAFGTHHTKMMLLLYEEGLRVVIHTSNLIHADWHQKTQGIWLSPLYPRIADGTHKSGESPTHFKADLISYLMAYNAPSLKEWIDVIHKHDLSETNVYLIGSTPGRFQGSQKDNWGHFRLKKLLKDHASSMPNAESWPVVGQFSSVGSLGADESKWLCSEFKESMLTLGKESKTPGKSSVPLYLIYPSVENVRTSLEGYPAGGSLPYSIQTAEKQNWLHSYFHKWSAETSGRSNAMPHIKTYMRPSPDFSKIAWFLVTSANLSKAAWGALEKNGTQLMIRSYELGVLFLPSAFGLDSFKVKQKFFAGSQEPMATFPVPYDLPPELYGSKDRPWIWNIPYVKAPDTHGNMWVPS
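Recombinant human Tdp1 (E. coli-expressed, 1 nM final) preincubated with compounds 15 min at room temperature, then 5'-biotin/3'-phosphotyrosine-FITC DNA substrate (15 nM final) added for 5 min. AlphaScreen beads (10 ug/ml final) added 10 min; cleavage lowers signal.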
The depositor's hits bear a star; ? = inconclusive; · = not tested or not shown; [ ] = another dose, or the depositor's remark. The call rests on the fitted dose curve; in most records, active means well fitted curve in the direction sought with a large enough effect; inconclusive means small, poorly fitted or top-dose-only effect, or another doubt; inactive means no such curve, though single readings can be large; an effect the other way counts as inactive or inconclusive. On the % scale 0 is the no-effect control and ±100 the full control effect; potency means the concentration at half of the fitted maximal effect.

Structure | TDP1 cell CPT | DT40 TDP1 no CPT | TDP1 block
O=C(Nc1ccc(Br)cc1)c1cccnc1N1CCCCC1 | ? | ? | -2%
COc1ccc(/C=C/C(=O)C2(O)CCCCC2)cc1 | ? | ? | ·
Cc1ccn2c(=O)nc(SCC(=O)N3CCC(C)CC3)nc2c1 | ? | ? | -17%
CC(C)NC(=O)N(C)C[C@H]1Oc2ccc(NS(=O)(=O)c3ccccc3)cc2C(=O)N([C@H](C)CO)C[C@H]1C | 3% | -7% | -1%
COCCCNC(=O)CCc1nc2cccnc2n1Cc1ccccc1 | -3% | -4% | -1%
O=C(Nc1ccc(C(=O)N2CCCCC2)cc1)C1CCC1 | ? | -22% | ·
CC(Oc1ccccc1F)C(=O)NCC1(N2CCOCC2)CCCCC1 (stereo not given) | ? | 18µM* | 2%
Clc1ccccc1C=NNc1ccccn1 | -4% | 7% | ·
COc1ccc(C(=O)Nc2cc(C)ccc2NC(=O)COc2ccccc2)cc1 | 11% | -8% | -3%
COc1cc(-c2ccno2)ccc1S(=O)(=O)N1CCN(c2ccc(C(C)=O)cc2)CC1 | ? | 15µM* | 5%
O=c1c2ccccc2c(=O)n(Cc2ccccc2)n1Cc1ccccc1 | 6% | -18% | 0%
COc1cccc(Nc2ncc3ncc(=O)n(Cc4cccs4)c3n2)c1 | ? | ? | ·
CC(C)[C@H]1C(=O)Nc2ccccc2N1C(=O)N[C@@H](Cc1ccccc1)C(=O)N[C@H](Cc1ccccc1)C(=O)O | -5% | -1% | ·
C=CCN1C(=O)c2ccc(C(=O)N(CC)CC(=O)Nc3c(F)cccc3F)cc2C1=O | -3% | -2% | -5%
COCCNC(=O)CSc1nc2nc(C)cc(C)n2n1 | -12% | -5% | 2%
O=C(Oc1ccccc1C(=O)N1CCOCC1)c1ccc(F)cc1 | 1% | -11% | ·
CN(CCNC(=O)c1cccc(N2CCCC2=O)c1)Cc1ccccc1 | -20% | -7% | 3%
Cc1cc(C)cc(-n2c3ccc(NC(=O)Cc4cccc5ccccc45)cc3c(=O)n2C)c1 | 5.8µM* | 3.3µM* | ·
CCN1CC(CNC(=O)c2ccc3nc(Cc4cccc(Cl)c4)oc3c2)CC1=O (stereo not given) | -27% | ? | 4%
CCCCC(=O)NC(c1ccc([N+](=O)[O-])cc1)c1c(O)ccc2ccccc12 (stereo not given) | 16µM* | 21µM* | 11%
Cc1cc(OCC(=O)N(Cc2cccs2)C2CCS(=O)(=O)C2)ccc1Cl (stereo not given) | 2% | 0% | ·
COc1cc(N2CCCC2)c(OC)cc1/C=C(/C#N)c1cccc(Br)c1 | ? | ? | 13%
CCCn1c2ccccc2c2cn[nH]c(=O)c21 | -17% | ? | ·
Cc1ccc(Nc2nnc(SCC(=O)c3c(N)n(C4CC4)c(=O)[nH]c3=O)s2)cc1C | 21µM* | ? | 0%
Cc1cc(C)c(NC(=O)Cn2c(=O)n(CCC(=O)N3CCc4ccccc4C3)c(=O)c3ccccc32)c(C)c1 | 13µM* | 0.52µM* | 6%
O=c1[nH]ccc2c([N+](=O)[O-])cccc12 | -25% | -24% | 2%
COc1cc(S(=O)(=O)NC2CCCCC2C)ccc1-n1cnnn1 (stereo not given) | -18% | ? | -2%
O=C(Cn1c(=O)n(-c2ccccc2)c(=O)c2sccc21)NCc1ccccc1 | 1% | -22% | 6%
CC12CCC(=O)N1C(C(=O)Nc1cccc(S(=O)(=O)N3CCCCC3)c1)CS2 (stereo not given) | -19% | ? | 8%
COC(=O)C1=C(C(=O)OC)C2(OC1c1cccc(F)c1)C(=O)c1ccccc1C2=O (stereo not given) | -5% | -12% | 2%
N#CCC(=O)N/N=C/c1ccc(OCc2ccccc2)cc1 | -17% | -23% | 8%
COC(=O)c1c(O)c2ccccc2[nH]c1=O | -2% | -4% | -5%
CC(C)Sc1nnc(-c2c[nH]c3ccccc23)n1C | ? | ? | 0%
O=C(N/N=C/c1cccnc1)c1ccc(CN2c3cccc4cccc(c34)S2(=O)=O)cc1 | -25% | -13% | 3%
O=C1CN(C(=O)c2cccc(S(=O)(=O)N3CCCC3)c2)c2ccccc2N1 | -30% | -7% | -2%
O=C(Nc1ccc(Cl)cc1)c1ccc2c(c1)N(Cc1ccccc1)C(=O)c1ccccc1S2(=O)=O | 16µM* | 23µM* | 1%
Cc1ccc(Cc2c(-c3ccc(Cl)cc3)nc3cc(C)ccn23)cc1 | ? | 18µM* | ·
CC(C)(C)OC(=O)NCC1CCN(S(=O)(=O)Cc2ccccc2)CC1 | -13% | -3% | ·
Cc1ccc(OCc2n[nH]c(=S)n2-c2ccccc2)cc1 | -19% | -15% | 2%
CC(C)C[C@H](NC(=O)C1CC(=O)N(c2ccc3c(c2)OCO3)C1)C(=O)NCc1ccco1 (stereo not given in full) | -1% | 3% | 3%
COc1ccc(CCN2C(=O)CC(NCCc3ccc(S(N)(=O)=O)cc3)C2=O)cc1OC (stereo not given) | -19% | ? | 4%
O=C(Nc1ccc(Oc2ccccc2)cc1)c1csc([C@@H]2O[C@H](CO)[C@@H](O)[C@H]2O)n1 | 16µM* | 21µM* | ·
O=C(NC1CCCCC1)C(c1ccnc2ccccc12)N1CCc2ccccc2C1 (stereo not given) | ? | ? | ·
CCOC(=O)C1CCCN(C(=O)c2ccc(N(C)C)cc2)CC1 (stereo not given) | -18% | -22% | ·
CN(Cc1ccccc1)S(=O)(=O)c1nnc(NC(=O)c2cccc(Cl)c2)s1 | 15µM* | 13µM* | 5%
COc1ccc(C(=O)NCC(c2cccs2)S(=O)(=O)c2cccs2)cc1 (stereo not given) | ? | 16µM* | 3%
Cc1cc(C)cc(NC(=O)CSc2nc3nc(C)cc(C)n3n2)c1 | ? | ? | -1%
CCOC(=O)c1cc(C)n(-n2cnnc2)c1C | 1% | -14% | 9%
COC(=O)C1=COC(O[C@H]2OC(CO)[C@H](O)C(O)C2O)[C@H]2C1C(=O)C[C@@H]2C (stereo not given in full) | 4%[9.04 µM] | -9%[9.04 µM] | 3%
CCCCCCCCCCCCCCCCCCO | -15% | -3% | 3%

Additional records.
Structure | TDP1 cell CPT | DT40 TDP1 no CPT | TDP1 block
Nc1cc(C(=O)O)ccc1N1CCCCC1 | 0% | -4% | ?
CCOCCCNC(=S)NC1CC2CCC(C1)N2Cc1ccccc1 (stereo not given) | -15% | -22% | 0%
CCN(CC)C(=O)C(C)OC(=O)c1ccc(O)cc1 (stereo not given) | 18% | 1% | 9%
Cc1ccc2[nH]cc(CCNC(=O)c3ccc4c(c3)OCO4)c2c1 | -19% | -26% | ·
C[C@H]1CN([C@@H](C)CO)C(=O)c2cc(-c3cccc(C(=O)N(C)C)c3)cnc2O[C@H]1CN(C)C(=O)Cc1ccccn1 | -5% | -14% | ·
CCN(CC)CCOc1nnc(-c2ccc(C)cc2)c2ccccc12 | ? | 15µM* | 2%
CC(SC(C)C(=O)NN=Cc1ccc(F)cc1)C(=O)NN=Cc1ccc(F)cc1 (stereo not given) | 3% | ? | ·
O=C(N/N=C/c1ccc(Br)s1)c1cccs1 | 16µM* | 21µM* | 7%
C=CCN=C(C)C1=C(O)C(C)OC1=O (stereo not given) | -2% | 1% | 5%
CCOc1ccccc1N1CC(C(=O)Nc2c(C)n(C)n(-c3ccccc3)c2=O)CC1=O (stereo not given) | 7% | 0% | 4%
O=[N+]([O-])c1cccc(NC(=S)NCc2ccncc2)c1 | -38% | -14% | -8%
Cn1c(CCNC(=O)c2ccco2)nc2cc(NS(=O)(=O)c3ccccc3)ccc21 | 21µM* | ? | 7%
CCOC(=O)c1c(C)[nH]c(C(=O)COC(=O)CSCC(=O)N(CC)CC)c1C | -14% | 1% | 0%
OCCNCCCOc1cc(Cl)ccc1Cl | ? | 18µM* | 5%
Clc1ccc(-c2nc3c4ccccc4ccn3c2Cc2ccccc2)cc1 | 16µM* | 10µM* | ·
N=C1/C(=C\c2ccc(SCc3ccccc3)o2)C(=O)N=C2SC=NN12 | -20% | 8% | 5%
CC(=O)c1ccc(N2CCN(S(=O)(=O)c3cn(C)c(C)n3)CC2)cc1 | -4% | -6% | 1%
CC(=O)c1ccc(NC(=O)CN2C(=O)c3cccnc3Sc3ccccc32)cc1 | ? | ? | 7%
COc1ccc(C2Nc3cccc4cccc(c34)N2)cc1Br | ? | ? | ·
O=C(NCc1ccccc1F)C1CCCN1C(=O)Nc1ccc(Cl)cc1 (stereo not given) | 4% | -6% | ·

Random excerpt: seven records from the list.
Structure | TDP1 cell CPT | DT40 TDP1 no CPT | TDP1 block
CCOC(=O)c1c(C)[nH]c(C(=O)COC(=O)CSCC(=O)N(CC)CC)c1C | -14% | 1% | 0%
N=C1/C(=C\c2ccc(SCc3ccccc3)o2)C(=O)N=C2SC=NN12 | -20% | 8% | 5%
OCCNCCCOc1cc(Cl)ccc1Cl | ? | 18µM* | 5%
O=C(NCc1ccccc1F)C1CCCN1C(=O)Nc1ccc(Cl)cc1 (stereo not given) | 4% | -6% | ·
O=[N+]([O-])c1cccc(NC(=S)NCc2ccncc2)c1 | -38% | -14% | -8%
Cn1c(CCNC(=O)c2ccco2)nc2cc(NS(=O)(=O)c3ccccc3)ccc21 | 21µM* | ? | 7%
COc1ccc(C2Nc3cccc4cccc(c34)N2)cc1Br | ? | ? | ·

New compounds follow.
Structure | TDP1 cell CPT | DT40 TDP1 no CPT | TDP1 block
O=C(O)c1cc(O)ccc1N=Nc1ccccc1 | ? | 16µM* | ·
Cc1ccc(CN2CCCN(Cc3cc(C)ccc3C)S2(=O)=O)cc1 | -12% | 13% | ·
CCOC(=O)C1CCN(c2c(C(=O)c3ccccc3)cnc3ccc(Cl)cc23)CC1 | 23µM* | 18µM* | ·
O=Cc1cn(-c2ccccc2)nc1-c1ccc(F)cc1 | ? | 21µM* | ·
CC1CCN(S(=O)(=O)c2ccc3c(c2)oc(=O)n3CC(=O)O)CC1 | -5% | -9% | -3%
Cc1cc(NC(=O)C2CCCN(S(=O)(=O)c3cnc[nH]3)C2)ccc1Br (stereo not given) | ? | ? | 3%
COc1ccc(/C=N/Nc2nnc(C)n2N)cc1OC | -29% | -21% | 7%
Cn1c(SCc2c(F)cccc2Cl)nnc1-c1cccs1 | -10% | ? | 7%
O=C(Cc1cn2ccsc2n1)Nc1ccccn1 | -1% | -3% | 4%
CCCNC(=O)Cn1c2ccccc2c2nc(=O)cc(C)n21 | 8% | -7% | 8%
CCOC(=O)c1cc2c(=O)n3ccccc3nc2n(CC(C)C)c1=NC(=O)COc1ccc(Cl)cc1 | ? | ? | -3%
CCOC(=O)COc1ccccc1/C=C\[N+](=O)[O-] | 2.6µM* | 1.6µM* | 7%
CCCCCC(=O)N1C[C@@H](n2cc(-c3ccc(F)cc3)nn2)[C@H](O)C[C@@H]1c1ccc(Cl)cc1 | 15µM* | 12µM* | ·
CN1N=C2c3ccccc3CCC2C1c1ccc(Cl)cc1 (stereo not given) | 33%[activator] | ? | 0%
O=S(=O)(Nc1nc2ccccc2nc1NCC1CCCO1)c1cccs1 (stereo not given) | 0% | -17% | 1%
CCN(CCn1cccn1)C(=O)CCc1nnc(CCCc2ccccc2)o1 | 24% | -22% | -4%
CCC(C)(C)C1CCc2[nH]nc(C(=O)NC3CCCC3)c2C1 (stereo not given) | 16µM* | ? | -3%
Nc1nc(NC(=O)/C=C/c2ccccc2)nn1-c1ccccc1 | -4% | -3% | 5%
COc1cc(C(C)=O)ccc1O | -1% | ? | ·
COC(=O)c1[nH]c2cccc(OC)c2c1NC(=O)CCN1CC(C)CC(C)C1 (stereo not given) | -18% | -17% | -1%
COc1ccccc1N1CCN(C(=O)c2cccc(N3C(=O)NC4CC3(C)Oc3ccccc34)c2)CC1 (stereo not given) | ? | ? | 11%
NS(=O)(=O)c1ccc(-n2nc(C(=O)O)cc2-c2ccc(Cl)cc2)cc1 | 18% | -6% | -3%
COc1ccccc1C(=O)NCCC(=O)NC(C)CCc1ccccc1 (stereo not given) | -17% | -18% | 5%
Cc1ccc(S(=O)(=O)CCC(=O)OCC(=O)Nc2ccc(N3CCOCC3)cc2)cc1 | -6% | 9% | ·
COc1ccc(-c2cnnc(N/N=C/c3ccc(O)c(OC)c3)n2)cc1 | 5.2µM* | 5.2µM* | 1%
COc1ccc(NS(=O)(=O)c2cccc(C(=O)N3CCC3)c2)cc1 | -25% | -16% | ·
CN(C)C(=O)c1ccc2c(c1)n(C)c(=O)n2C | 8% | -9% | 2%
Cc1cccc(C(=O)n2cnnc2N)c1 | -11% | -28% | 4%
